Compound activity deposited in PubChem by National Center for Advancing Translational Sciences (NCATS).
Mm-Cpn inhibitor: inhibitors of Methanococcus maripaludis chaperonin (MmCpn); purified Mm-Cpn ATPase, ADP Transcreener TR-FRET; Potency, µM (doses to about 76.9 µM), inactives show at the highest dose activity, negative = inhibition, usual class: inhibitors; actives 0.031% (n = 330,000); AID 504842; note: potency is the fitted concentration of half-maximal effect; % is set by controls: 0 for no effect and ±100 for the full control effect; nearly all actives have a fitted effect of over 80% in size
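Measured: ADP formation by purified Mm-CPN. Conditions: 25 nM protein, 10 uM ATP, Tris pH 7.4 with Mg2+, K+ and DTT, 37°C for 30 min. Detection: Transcreener HTRF after 30 min at room temperature.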
A549 viability: counter-screen for Nrf2 inhibitors: cytotoxicity in A549 cells; actives 0.16% (n = 390,000); A549 ARE-Fluc cells, CellTiter-Fluor viability, 18-24 h; Potency, µM (highest dose often 46 µM), inactives show at the top dose activity change, negative = cytotoxicity, actives largely listed as inhibitors; note: potency is the fitted concentration of half-maximal effect; % is set by controls: 0 for no effect and ±100 for the full control effect
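A549 ARE_Fluc cells in 5% FBS OPTI-MEM were exposed to compounds in concentration-response for 18-24 h at 37 deg C. Viability was read by CellTiter-Fluor fluorescence (Ex 405/Em 525) after 30 min, before the luciferase read.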
HepG2 tox: kills HepG2 cells in TGF-b inhibitor counter-screen; HepG2 CAGA-GFP viability, ATP luminescence, 18 h; actives 0.76% (n = 410,000); Potency, µM (doses to about 46.1 µM), for inactives: at the highest dose activity change, negative = cytotoxicity, usual class: cytotoxic; note: potency is the fitted concentration of half-maximal effect; some results filed as inactive show a strong effect at the top dose
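HepG2 CAGA-GFP cells (1000/well, DMEM with 1% FBS) received compound, then TGF-beta at 500 pg/mL final, and were incubated 18 hours at 37 degrees C. Viability was read by CellTiter-Glo luminescence. Media-only wells were set as complete cell-killing and DMSO as no toxicity.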
Nrf2 ARE act: activators of Nrf2 (ARE) signaling; Potency, µM (highest dose often 46.1 µM), for the others: top-dose activation, usual class: activators; AREc32 ARE-luciferase reporter (MCF7-derived line), luminescence, 24 h; actives 0.31% (n = 410,000); AID 624171; note: potency is the fitted concentration of half-maximal effect; % of control where 0% means no effect; nearly all actives have a fitted effect of over 65% in size
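Luminescent ARE reporter assay in AREc32_Fluc cells: overnight plating at 37 deg C, 24 hr compound incubation, Steady-Glo added, 30 min RT before reading.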
Nrf2 block: blocks Nrf2 signaling. A549 ARE-Fluc reporter, luciferase luminescence, 18-24 h. Potency, µM (doses to about 46 µM), without a hit: at the top dose activity change, negative = inhibition, most hits filed as inhibitors. actives 2.1% (n = 360,000). AID 504444; note: potency is the fitted concentration of half-maximal effect; % is set by controls: 0 for no effect and ±100 for the full control effect; nearly all actives have a fitted effect of over 60% in size
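Cells were seeded and rested 2 h, then exposed to compounds for 18-24 h. CellTiter-Fluor was read first as a viability measure. BugLite was added 15 min before the final luminescent read of ARE-luciferase activity in A549 cells.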
Abeta rescue: restores growth of yeast expressing A-beta42 peptide. yeast expressing A-beta42, growth rescue, OD600, 48 h; response scale: 0% DMSO, 100% iron-clioquinol control. Potency, µM (highest dose often 46.1 µM), for the others: at the top dose growth rescue, most hits filed as activators. actives 0.063% (n = 410,000). AID 1347071; note: potency is the fitted concentration of half-maximal effect; nearly all actives have a fitted effect of over 55% in size
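Yeast growth medium received pinned compounds, then yeast cells expressing toxic A-beta were added; plates incubated at 30 C for 48 hr. Growth read as absorbance at 600 nm, normalized to DMSO and equimolar FeCl3 plus clioquinol controls.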
CCT chaperon mod: modulators of cytosolic chaperonin (CCT/TRiC) activity | actives 0.3% (n = 360,000) | activity change, % (concentration not given with the values), hits read low | purified chaperonin ATPase assay, HTRF ADP detection, 30 min; in the data active = activity change below about -30%; note: % is set by controls: 0 for no effect and ±100 for the full control effect
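ATPase activity: ADP formed was measured by HTRF Transcreener (665/615 nm ratio) after 30 min at 37 deg C with 10 uM ATP. Compounds screened at one 76 uM concentration against 40 or 20 nM TRiC in Tris pH 7.4/KCl/MgCl2/DTT buffer.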
TGFb inhibitor: TGF-b pathway inhibition | HepG2 CAGA-GFP TGF-b/SMAD3 reporter, GFP fluorescence, 18 h; TGF-beta stimulated, 500 pg/mL final | Potency, µM (top dose mostly 46.1 µM), for inactives: at the highest dose activity, negative = inhibition, usual class: inhibitors | actives 1.2% (n = 410,000); note: potency is the fitted concentration of half-maximal effect; % is set by controls: 0 for no effect and ±100 for the full control effect; nearly all actives have a fitted effect of over 65% in size
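Read-out: total well GFP (ex488/em500-530) summed from mean per-cell fluorescence. Cells: HEPG2 CAGA-GFP, 1% FBS DMEM, 18 h at 37 degrees C with 500 pg/mL final TGF-beta. Unstimulated wells served as the full-inhibition control; stimulated DMSO wells = 0%.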
pAkt inh: blocks phosphorylation of Akt; actives 0.32% (n = 360,000); AID 651550; activity change, % for hits at 50 µM; Neuro2A IGF-stimulated pAkt S473 HTRF, 20 min; hits give low values; in the data active = activity change below about -80%; inconclusive = mostly about -51% to -80%; note: % is set by controls: 0 for no effect and ±100 for the full control effect
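Neuro2A cells in DMEM with 0.5% FBS, overnight at 37 deg C, given compound at single 50 µM final, then IGF (6 nM final) for 20 min at 37 deg C. Lysed; phospho-Akt Ser473 by HTRF after 24 h, 665/615 ratio.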
Active calls of the source: *; [ ] = remark or other dose. Unless noted, calls come from the whole dose curve; as a rule, active = well fitted curve in the direction sought with a large enough effect; inconclusive = small, poorly fitted or top-dose-only effect, or another doubt; inactive = no such curve, though single readings can be large; an effect the other way counts as inactive or inconclusive. This is a random part of the collection. Share with any hit: about 4.3%.

How did O=C(CCCc1nc(-c2ccc(Cl)cc2)no1)N1CCOCC1 do in these assays?
Mm-Cpn inhibitor: 2.6%; A549 viability: -8.8%; HepG2 tox: -19.6%; Nrf2 ARE act: 0.1%; Nrf2 block: inconclusive; Abeta rescue: -4.2%; CCT chaperon mod: -2.6; TGFb inhibitor: -24.7%; pAkt inh: inactive

How did COc1cc(/C=C/C(=O)O)cc(OC)c1O do in these assays?
A549 viability: -8.2%; HepG2 tox: -24.0%; Nrf2 ARE act: 0.3%; Nrf2 block: 12.6%; Abeta rescue: -25.1%; CCT chaperon mod: 0.4; TGFb inhibitor: 13.7%; pAkt inh: inactive

What do the screens show for `Fc1c(F)c(C(F)(F)F)c(F)c(F)c1N1CCN(c2ccc3nnc(C(F)(F)F)n3n2)CC1`?
Mm-Cpn inhibitor: 0.4%; A549 viability: -11.4%; HepG2 tox: -0.9%; Nrf2 ARE act: -0.9%; Abeta rescue: 25.5%[9.22 µM]; CCT chaperon mod: -2.2; TGFb inhibitor: 6.9%; pAkt inh: inactive

What do the screens show for `O=C(CC1C(=O)NCCN1C(=O)Nc1ccc(Cl)cc1)Nc1ccc(F)cc1` (centres undefined)?
Mm-Cpn inhibitor: 0.8%; A549 viability: 12.1%; HepG2 tox: -37.0%; Nrf2 ARE act: 9.1%; Nrf2 block: 9.3%; Abeta rescue: 10.8%; CCT chaperon mod: 1.4; TGFb inhibitor: inconclusive; pAkt inh: inactive

How did O=C(c1cc2n(n1)C(C(F)(F)F)CC(c1ccc(F)cc1)N2)N1CCCC1 (centres undefined) do in these assays?
Mm-Cpn inhibitor: -1.1%; A549 viability: 4.3%; HepG2 tox: -11.8%; Nrf2 ARE act: 0.6%; Nrf2 block: -21.1%; Abeta rescue: 11.4%; CCT chaperon mod: 0.4; TGFb inhibitor: -19.6%; pAkt inh: inactive

What do the screens show for `N=C1C(c2nc3ccccc3s2)=C(O)CN1C1CCC(O)CC1` (centres undefined)?
Mm-Cpn inhibitor: -0.8%; A549 viability: 0.0%; HepG2 tox: -16.7%; Nrf2 ARE act: inconclusive; Nrf2 block: 2.6%; Abeta rescue: 3.5%; CCT chaperon mod: 0.8; TGFb inhibitor: -7.6%; pAkt inh: inactive

What do the screens show for `COC(=O)c1cc(OC)c(OC)c(OC)c1NC(=O)c1ccc(S(=O)(=O)N(C)C)cc1`?
Mm-Cpn inhibitor: 0.7%; A549 viability: 0.6%; HepG2 tox: 0.4%; Nrf2 ARE act: -0.1%; Nrf2 block: -15.3%; Abeta rescue: 4.3%; CCT chaperon mod: -2.6; TGFb inhibitor: -3.0%; pAkt inh: inactive

Results for COc1ccc(S(=O)(=O)N(CC(=O)NCC2CCCO2)C2CCCCC2)cc1OC (centres undefined) ?
Mm-Cpn inhibitor: 1.6%; A549 viability: 0.6%; HepG2 tox: 9.5%; Nrf2 ARE act: -0.1%; Nrf2 block: 6.8%; Abeta rescue: 3.0%; CCT chaperon mod: 1.3; TGFb inhibitor: 23.8%; pAkt inh: inactive

How did CCn1c(SCC(=O)N2CCOCC2)nc2c(c1=O)SC(C)C2 (centres undefined) do in these assays?
Mm-Cpn inhibitor: 0.0%; A549 viability: -14.8%; HepG2 tox: -6.4%; Nrf2 ARE act: 1.4%; Nrf2 block: -13.6%; Abeta rescue: 4.8%; CCT chaperon mod: 0.2; TGFb inhibitor: inconclusive; pAkt inh: inactive

Results for COc1ccccc1NC(=O)CSc1nnc(-c2ccccn2)o1 ?
Mm-Cpn inhibitor: 2.4%; A549 viability: 0.8%; HepG2 tox: 2.2%; Nrf2 ARE act: 7.5%; Nrf2 block: inconclusive; Abeta rescue: -1.6%; CCT chaperon mod: 1.4; TGFb inhibitor: -12.6%; pAkt inh: inactive

What do the screens show for `OCCCn1c(-c2ccc(F)cc2)csc1=Nc1ccc(F)cc1`?
A549 viability: 5.1%; HepG2 tox: -39.5%; Nrf2 ARE act: 2.8%; Nrf2 block: -23.1%; Abeta rescue: 0.3%; TGFb inhibitor: inconclusive

How did COc1cccc(NC(=O)c2ccc3c(c2)N(C)CCS3)c1 do in these assays?
Mm-Cpn inhibitor: -8.7%; A549 viability: 7.1%; HepG2 tox: -50.5%; Nrf2 ARE act: 2.9%; Nrf2 block: inconclusive; Abeta rescue: -1.0%; CCT chaperon mod: -2.8; TGFb inhibitor: -6.1%; pAkt inh: inactive

What do the screens show for `COc1ccccc1N1C(=O)[C@@H]2C(C(=O)CN3C(=O)c4ccccc4C3=O)=NN[C@@H]2C1=O`?
Mm-Cpn inhibitor: -0.5%; A549 viability: -3.7%; HepG2 tox: 11.6%; Nrf2 ARE act: 0.1%; Nrf2 block: 2.3%; Abeta rescue: 9.0%; CCT chaperon mod: -1.9; TGFb inhibitor: -5.9%; pAkt inh: inactive

Results for CCCCn1c(SCC(=O)NC2CCCC2)nnc1-c1ccco1 ?
Mm-Cpn inhibitor: 3.5%; A549 viability: -0.9%; HepG2 tox: -9.7%; Nrf2 ARE act: 0.2%; Nrf2 block: 0.3%; Abeta rescue: -12.2%; CCT chaperon mod: -4.4; TGFb inhibitor: 0.3%; pAkt inh: inactive

How did Cc1cccc(NC(=O)c2ccc3nc(CCc4ccccc4)oc3c2)c1C do in these assays?
A549 viability: -1.1%; HepG2 tox: 4.1%; Nrf2 ARE act: -0.3%; Abeta rescue: 10.0%; TGFb inhibitor: -1.0%

How did O=c1nccc(N/N=C/c2ccccc2O)[nH]1 do in these assays?
Mm-Cpn inhibitor: -2.5%; A549 viability: -4.6%; HepG2 tox: -29.7%; Nrf2 ARE act: -0.7%; Nrf2 block: 14.0%; Abeta rescue: 6.2%; CCT chaperon mod: 0.4; TGFb inhibitor: inconclusive; pAkt inh: inactive

How did CN(C)CCN(C(=O)c1ccc(S(=O)(=O)N(C)c2ccccc2)cc1)c1nc2cc3c(cc2s1)OCO3 do in these assays?
Mm-Cpn inhibitor: -2.9%; A549 viability: 9.6%; HepG2 tox: 6.0%; Nrf2 ARE act: -0.3%; Nrf2 block: 11.8%; Abeta rescue: -1.4%; CCT chaperon mod: -1.4; TGFb inhibitor: 6.7%; pAkt inh: inactive

Results for C=CCOc1ccc(C2C(C(=O)c3ccco3)=C(O)C(=O)N2CCCN(CC)CC)cc1 (centres undefined) ?
Mm-Cpn inhibitor: -0.7%; A549 viability: -16.1%; HepG2 tox: -5.5%; Nrf2 ARE act: -0.3%; Nrf2 block: 0.2%; Abeta rescue: 5.8%; CCT chaperon mod: -6.4; TGFb inhibitor: 5.8%; pAkt inh: inactive

How did O=C(NN=Cc1ccccc1C(=O)O)c1cccc(S(=O)(=O)Nc2cccc(C(F)(F)F)c2)c1 do in these assays?
Mm-Cpn inhibitor: -0.7%; A549 viability: 1.9%; HepG2 tox: 3.0%; Nrf2 ARE act: -0.6%; Nrf2 block: -16.7%; Abeta rescue: 2.4%; CCT chaperon mod: 1.5; TGFb inhibitor: -11.3%; pAkt inh: inactive

How did CCOc1ccc(NC(=O)c2ccc3c(c2)N(Cc2ccc(F)cc2)C(=O)CS3=O)cc1 (centres undefined) do in these assays?
Mm-Cpn inhibitor: -1.7%; A549 viability: -12.6%; HepG2 tox: 1.1%; Nrf2 ARE act: 0.3%; Nrf2 block: -14.9%; Abeta rescue: -7.0%; CCT chaperon mod: -0.7; TGFb inhibitor: 7.3%; pAkt inh: inactive

Results for O=C(NCCCN1CCOCC1)c1ccco1 ?
Mm-Cpn inhibitor: -11.7%; A549 viability: -13.0%; HepG2 tox: -18.4%; Nrf2 ARE act: 0.3%; Nrf2 block: -22.4%; Abeta rescue: -0.7%; CCT chaperon mod: 1.3; TGFb inhibitor: 3.7%; pAkt inh: inactive

Results for COc1cc(-c2n[nH]c(=S)n2-c2ccccc2C(F)(F)F)cc(OC)c1OC ?
Mm-Cpn inhibitor: -4.3%; A549 viability: -0.9%; HepG2 tox: -29.1%; Nrf2 ARE act: 10.3%; Nrf2 block: -24.9%; Abeta rescue: 4.2%; CCT chaperon mod: -3.4; TGFb inhibitor: 20.2%; pAkt inh: inactive

What do the screens show for `CN(C(=O)C(=O)Nc1ccc2nc3n(c(=O)c2c1)CCCCC3)c1cccc(C(F)(F)F)c1`?
A549 viability: 8.4%; HepG2 tox: -19.2%; Nrf2 ARE act: 4.4%; Nrf2 block: -14.6%; Abeta rescue: -2.3%; TGFb inhibitor: inconclusive

How did CCOC(=O)CCCCCC(=O)Nc1ccc2c(c1)C(=O)N([C@@H](C)CO)C[C@H](C)[C@H](CN(C)S(=O)(=O)c1ccc(OC)cc1)OCCCC[C@H](C)O2 do in these assays?
HepG2 tox: -21.6%; Nrf2 ARE act: -0.8%; Abeta rescue: 9.5%; CCT chaperon mod: -0.2; TGFb inhibitor: 10.2%; pAkt inh: inactive

How did CCCC(=O)Nc1ccccc1NC(=O)c1ccc(OC(C)=O)cc1 do in these assays?
Mm-Cpn inhibitor: -0.1%; A549 viability: 0.6%; HepG2 tox: -19.6%; Nrf2 ARE act: 0.3%; Nrf2 block: -20.5%; Abeta rescue: 1.9%; CCT chaperon mod: 1.1; TGFb inhibitor: -0.1%; pAkt inh: inactive
